# From PubChem BioAssay
# Kir21 block = Kir2.1 (mouse) channel inhibition; P35561; HEK293-Kir2.1, FluxOR thallium flux fluorescence; hits give low values; B-score at 10 µM; hit rate 0.85% among 310,000;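 active means fluorescence ratio B-score at or below minus 3 SD of library scores, with starting-brightness B-score within 2 SD, cut at about -4.2 in these data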;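 further: channel flux triggered by added potassium and thallium sulfate stimulus; B-score of peak minus minimum fluorescence over baseline after thallium stimulus; more negative B-score means stronger Kir2.1 block with less thallium influx; some compounds called inactive have numbers as strong as hits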
# CHT block = human CHT choline transport inhibition; AID 488975; hit rate 0.86% among 310,000; B-score at 10 µM; CHT-expressing cells, membrane potential dye, choline response; hits give low values; Q9GZV3;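 active means B-score over 3 SD under the library average, and starting fluorescence ratio not unusually high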;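 further: choline stimulus applied at its EC90 after an EC20 pre-addition; B-score computed on integrated fluorescence ratio after choline addition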
# KCNQ2 block = KCNQ2 channel blockers in CHO-K1 cells – cell-based, FluxOR thallium flux, B-score, primary screen (AID 2156) | O88943 | 20 min; hits give low values | B-score at 10 µM | hit rate 1.1% among 310,000;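 active means fluorescence ratio B-score at most minus 3 library SDs, with starting brightness B-score within 2 library SDs, cut at about -5.5 in these data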
# Target sequence (O88943 whole entry, looked up): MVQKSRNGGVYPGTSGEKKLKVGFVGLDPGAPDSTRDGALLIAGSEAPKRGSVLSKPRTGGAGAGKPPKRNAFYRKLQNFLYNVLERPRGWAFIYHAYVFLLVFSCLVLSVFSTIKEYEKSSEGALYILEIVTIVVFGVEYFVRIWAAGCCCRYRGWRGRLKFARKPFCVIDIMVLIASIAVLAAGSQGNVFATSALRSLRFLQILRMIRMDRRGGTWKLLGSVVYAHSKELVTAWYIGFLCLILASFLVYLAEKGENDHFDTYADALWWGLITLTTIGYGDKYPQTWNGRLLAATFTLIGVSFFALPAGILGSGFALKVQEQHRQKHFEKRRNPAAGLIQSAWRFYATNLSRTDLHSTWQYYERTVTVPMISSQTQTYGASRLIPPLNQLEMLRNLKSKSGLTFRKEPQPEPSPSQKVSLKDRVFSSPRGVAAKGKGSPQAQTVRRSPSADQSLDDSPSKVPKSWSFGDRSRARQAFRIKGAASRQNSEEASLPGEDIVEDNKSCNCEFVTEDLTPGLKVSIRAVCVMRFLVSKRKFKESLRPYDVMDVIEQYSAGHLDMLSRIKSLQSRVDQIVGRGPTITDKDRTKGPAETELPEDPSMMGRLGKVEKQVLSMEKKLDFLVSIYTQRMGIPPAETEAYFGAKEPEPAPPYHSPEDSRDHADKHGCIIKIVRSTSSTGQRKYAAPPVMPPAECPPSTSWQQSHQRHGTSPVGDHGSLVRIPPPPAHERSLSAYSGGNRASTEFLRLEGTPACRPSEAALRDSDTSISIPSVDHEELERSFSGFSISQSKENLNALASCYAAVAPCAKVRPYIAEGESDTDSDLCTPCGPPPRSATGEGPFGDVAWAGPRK
# * = called active by the depositor; i = inactive. An unsorted share of the library. Share with any hit: about 2.6%.
SMILES,Kir21 block,CHT block,KCNQ2 block
C/C(=N/NC(=O)CNC(=O)c1cccs1)c1ccc(Cl)cc1,-1.2,i,i
O=C(CN(Cc1ccc(Br)cc1)S(=O)(=O)c1ccccc1)NCC1CCCO1 (stereo not given),-0.36,i,i
COc1ccc(C(=O)C(C)[n+]2ccc(C)c3ccccc32)cc1[N+](=O)[O-] (stereo not given),1,i,i
COc1cccc(-c2nnn(CC(=O)N3CCCCC3)n2)c1,0.51,i,i
Cc1ccc(/C=N/NC(=O)c2ccncc2)cc1,0.02,i,i
O=C(N/N=C/c1ccc(Br)s1)c1ccccc1[N+](=O)[O-],0.4,i,i
CS(=O)(=O)N(Cc1ccccc1)c1ccccn1,-0.47,i,i
Cc1ccc2nc(/N=C(\N)NC(=O)N3c4ccccc4Sc4ccccc43)nc(C)c2c1,0.27,i,i
O=C(CN1c2cccc3cccc(c23)S1(=O)=O)Nc1ccccc1F,0.98,i,i
CCCN(C(=O)C1CCN(S(=O)(=O)c2ccc(OC)c(OC)c2)CC1)C1CCS(=O)(=O)C1 (stereo not given),0.61,i,i
CCOc1ccc(OCC(=O)NCc2n[nH]c(=O)c3ccccc23)cc1,-1.1,i,i
Cc1cc(Cl)c(S(=O)(=O)NCc2ccccc2)cc1OCC(N)=O,-1.4,i,i
CN=c1sc(C(=O)Nc2ccccc2)c(C)n1C,0.01,i,i
COc1ccc(S(=O)(=O)N2CCCCCC2)cc1C(=O)N(C)CC(=O)Nc1ccc(F)cc1,0.15,i,i
Cc1ccc(NC(=O)CSC2=NN3CCCC(=O)N=C3S2)cc1Cl,-1,i,i
CN(CCOc1ccccc1)CC(=O)Nc1ccc(Br)cc1F,-1.2,i,i
C=CCc1cccc(CNc2nc3ccccc3n2CCC)c1O,-0.8,i,i
Cc1cc(OC(=O)c2ccccc2Br)cc(=O)n1C,-1.3,i,i
Cc1nnc(SCc2cc(=O)[nH]c(N3CCN(C)CC3)n2)s1,-0.15,i,i
O=C1COc2ccc3ccccc3c2CN1,0.03,i,i
O=C1NC(c2ccccc2)=N/C1=C/c1ccco1,-0.65,i,i
CCN(CC)C(=O)CCSc1nnc(-c2ccco2)o1,-1.7,i,i
COC(=O)c1cc(-c2ccccc2)nc2nc(SC)[nH]c(=O)c12,0.7,i,i
S=C(Nc1ccccn1)NC1CCCC1,0.08,i,i
CCOC(=O)C1=C(C)NC2=C(C(=O)C(C(=O)OC)C(C)C2)C1c1ccc(OC)c(O)c1 (stereo not given),-1.2,i,i
# Next structures follow:
SMILES,Kir21 block,CHT block,KCNQ2 block
CC(=O)Nc1ccc(S(=O)(=O)NC2(C(F)(F)F)C(=O)Nc3c2c(=O)[nH]c(=O)n3C)cc1 (stereo not given),0.81,i,i
CC(=O)N(/N=C1\Sc2ccccc2C1=O)c1cccc(C)c1,0.36,i,i
CCCn1c(=O)c2c(nc3n2CCN3Cc2ccco2)n(C)c1=O,-0.49,i,i
COc1cc(NC(=O)CCc2nnc3ccc(N4CCN(c5cccc(OC)c5)CC4)nn23)cc(OC)c1,0.45,i,i
COc1ccc(CC(=O)Nc2nc3n(n2)C(c2ccccc2)CC(=O)N3)cc1OC (stereo not given),-3.4,i,i
O=C(Cc1ncc(C(F)(F)F)cc1Cl)NNc1cccc(F)n1,-2,i,i
COCCCNC(=O)CCCn1c(=O)c2ccccc2n(Cc2cccc([N+](=O)[O-])c2)c1=O,-0.41,i,i
Cc1cc(C)c(Nc2ncnc(N)n2)c(C)c1,0.64,i,i
COc1ccc(-c2ccnc(-c3ccc(O)cc3)n2)cc1,2.2,i,i
O=C(CCc1nnc(C2CCCCC2)o1)NCCCOc1cccnc1,1.7,i,i
CCc1cc(/C(Cc2ccccn2)=N\Nc2ccccc2)c(O)cc1O,0.27,i,i
O=C(N/N=C/c1cccc([N+](=O)[O-])c1)c1cccc(Br)c1,0.38,i,i
COCCN(C(=O)c1ccccc1F)c1nnc(-c2ccc(OC)cc2)s1,-0.82,i,i
CC(NCC(=O)NC(=O)NC1CCCC1)c1ccc(Cl)cc1Cl (stereo not given),-1.7,i,i
O=C(C1CC(=O)N(C2CCCC2)C1)N1CCN(c2ccccc2F)CC1 (stereo not given),0.8,i,i
CC(=O)Nc1ccc(NC(=O)CCNS(=O)(=O)c2cccc3nsnc23)cc1,-0.7,i,i
COC(=O)c1ccc(NC(=O)c2c(Br)cnn2C)cc1,0.13,i,i
Cc1nn(C2CCS(=O)(=O)C2)c(C)c1C=O (stereo not given),1.6,i,i
CCNS(=O)(=O)c1ccc(CCC(=O)N2CCN(c3cc(Cl)ccc3C)CC2)cc1,-0.04,i,i
Cc1cc(C)c2cc(CN(CCO)Cc3nnnn3Cc3ccccc3)c(=O)[nH]c2c1,0.22,i,i
Cc1nc(C)n(CCNS(=O)(=O)c2ccc(C)c(C)c2)n1,-0.55,i,i
O=C1Cc2ccccc2C(=O)N1OCc1ccc(Cl)cc1Cl,1.8,i,i
CCOC(=O)N1CCN(c2cc(N)c([N+](=O)[O-])cc2F)CC1,0.87,i,i
O=C(NCc1cccnc1)c1ccc(COc2ccc(Cl)cc2Cl)o1,-0.65,i,i
Cc1ccccc1NC(=O)c1ccc(S(=O)(=O)C(F)F)cc1,-0.36,i,i

# 14 compounds from above, ordered by length of the SMILES, ascending:
SMILES,Kir21 block,CHT block,KCNQ2 block
S=C(Nc1ccccn1)NC1CCCC1,0.08,i,i
CS(=O)(=O)N(Cc1ccccc1)c1ccccn1,-0.47,i,i
COc1cccc(-c2nnn(CC(=O)N3CCCCC3)n2)c1,0.51,i,i
Cc1nnc(SCc2cc(=O)[nH]c(N3CCN(C)CC3)n2)s1,-0.15,i,i
CCc1cc(/C(Cc2ccccn2)=N\Nc2ccccc2)c(O)cc1O,0.27,i,i
Cc1cc(Cl)c(S(=O)(=O)NCc2ccccc2)cc1OCC(N)=O,-1.4,i,i
COC(=O)c1cc(-c2ccccc2)nc2nc(SC)[nH]c(=O)c12,0.7,i,i
O=C(N/N=C/c1cccc([N+](=O)[O-])c1)c1cccc(Br)c1,0.38,i,i
O=C(CN(Cc1ccc(Br)cc1)S(=O)(=O)c1ccccc1)NCC1CCCO1 (stereo not given),-0.36,i,i
COc1ccc(CC(=O)Nc2nc3n(n2)C(c2ccccc2)CC(=O)N3)cc1OC (stereo not given),-3.4,i,i
Cc1cc(C)c2cc(CN(CCO)Cc3nnnn3Cc3ccccc3)c(=O)[nH]c2c1,0.22,i,i
COc1ccc(S(=O)(=O)N2CCCCCC2)cc1C(=O)N(C)CC(=O)Nc1ccc(F)cc1,0.15,i,i
COCCCNC(=O)CCCn1c(=O)c2ccccc2n(Cc2cccc([N+](=O)[O-])c2)c1=O,-0.41,i,i
CC(=O)Nc1ccc(S(=O)(=O)NC2(C(F)(F)F)C(=O)Nc3c2c(=O)[nH]c(=O)n3C)cc1 (stereo not given),0.81,i,i

# Continuation.
SMILES,Kir21 block,CHT block,KCNQ2 block
CC1CCCCN1C(=O)NC12CC3CC(CC(C3)C1)C2 (stereo not given),0.18,i,i
COC(=O)C1C(c2ccc(OC)cc2)C(C(=O)OC)S(=O)(=O)C(CCN2CCCCC2)S1(=O)=O (stereo not given),0.75,i,i
CCC(C)(C)n1nnnc1CN1CCN(c2nc3cc(OC)ccc3cc2C#N)CC1,-0.69,i,i
OCCC1CN(Cc2cc3c(cc2Cl)OCO3)CCN1C1CCCC1 (stereo not given),0.72,i,i
CN1/C(=C\C=C(/C#N)C(=O)Nc2ccccc2F)C(C)(C)c2ccccc21,-0.84,i,i
CC(C)c1ccccc1NC(=S)N1CCN(Cc2ccc3c(c2)OCO3)CC1,1.4,i,i
COCCN(C(=O)CCC(=O)Nc1ccccn1)C(C(=O)NCCC(C)C)c1ccc(OC)cc1 (stereo not given),-1.1,i,i
O=C(Nc1ccc(OCC(=O)N2CCOCC2)cc1)c1cc(F)c(F)cc1Cl,-1.5,i,i
CC(=O)Nc1ccc(S(=O)(=O)/N=C2\C(=O)c3ccccc3C([O-])=C2n2cc[n+](-c3ccccn3)c2)cc1,-1.1,i,i
Cc1cc(C(=O)CN2C(=O)c3ccccc3S2(=O)=O)c(C)n1CC1CCCO1 (stereo not given),1.3,i,i
COc1cc2c(cc1OC)CN(C(=O)c1sc(-c3cnccn3)nc1C)CC2,0.87,i,i
CCN(CC)c1ccc(C=NCCc2ccc(S(N)(=O)=O)cc2)cc1,-0.21,i,i
CC1=C(C(=O)OCc2ccccc2)C(c2ccccc2Cl)NC(=O)N1C (stereo not given),-3.4,i,i
CC(C)(C)c1nc2c(C#N)c(-c3ccc(Cl)cc3)ccn2n1,-0.27,i,i
CN(Cc1cccc2cnccc12)C(=O)c1cc(COc2ccc(F)cc2Cl)on1,-1.6,i,i
COc1cc(/C=C2/C(=N)N3N=C(C)SC3=NC2=O)ccc1OS(=O)(=O)c1ccc(C)cc1,1.2,i,i
CCOC(=O)c1sc2ccccc2c1OC(=O)c1ccccc1,-0.15,i,i
COc1ccc(-n2cc(CNC(C)c3ccncn3)c(-c3cccc(F)c3)n2)cc1 (stereo not given),-0.37,i,i
NS(=O)(=O)c1ccc(NC(NC(=O)c2cccnc2)C(Cl)(Cl)Cl)cc1 (stereo not given),0.4,i,i
Cc1ccc(NC(=O)CN(C)C(=O)Cn2ccsc2=N)cc1,-0.53,i,i
O=C(O)Cc1ccc(Oc2ncc(C(F)(F)F)cc2Cl)cc1,0.15,i,i
O=C(CC1CCCCC1)NCc1ccco1,-0.02,i,i
CC(c1n[nH]c(=S)n1-c1ccc(F)cc1)N1CCCCC1 (stereo not given),0.31,i,i
CCCN1C(=O)SC(CC(=O)Nc2ccccc2C)C1=O (stereo not given),0.64,i,i
O=C(CSCc1ccccc1Cl)N/N=C/c1ccco1,-0.99,i,i
# Next part
SMILES,Kir21 block,CHT block,KCNQ2 block
CCOC(=O)c1c(NC(=O)CSC2=NN3CCCC(=O)N=C3S2)sc2c1CCCCC2,-0.02,i,i
Cn1c(=O)[nH]c(=O)c2c1nc(SCCO)n2CCCc1ccccc1,-0.8,i,i
c1ccc(COc2ccc(OCCCCN3CCCCC3)cc2)cc1,-4.7*,i,i
CCCc1cc(C(=O)Nc2cc(C)on2)no1,-1.1,i,i
C=CCn1c(SCc2ccc(C#N)cc2)nnc1-c1cccc(Cl)c1,-11*,i,i
CC1CCN(C(=O)Cn2c3ccccc3c3nc4n(c(=O)c32)CCS4)CC1,-0.59,i,i
Cc1ccc(OCC(=O)N/N=C\c2ccc(-c3cccc(C(=O)O)c3)o2)c(C)c1,-0.44,i,i
Cc1ccc(-n2c(SCC(=O)NCCN3C(=O)CSC3=O)nnc2-c2ccccc2)cc1,-2.1,i,i
O=C(NCc1cccnc1)c1ccc(S(=O)(=O)Nc2ccccc2)cc1,0.01,i,i
COc1ccccc1C1CN(c2ccc(F)cc2F)N=C1c1cccs1 (stereo not given),-0.27,i,-7.8*
NC(=O)CC(NC(=O)Cc1ccc(Br)cc1)c1ccc(N2CCC(N3CCCCC3)CC2)c([N+](=O)[O-])c1 (stereo not given),-0.3,i,i
CCOc1cc(C2C(C(=O)OC(C)C)=C(C)N=C3SCCC(=O)N32)ccc1OC(C)=O (stereo not given),-0.07,i,i
CC1(C)CC(=O)CC2(C1)NCC(c1ccccc1)c1c2[nH]c2ccccc12 (stereo not given),-0.73,i,i
O=C(CSc1nncs1)Nc1ccc(Cl)cn1,-0.08,i,i
CSC(=NCc1ccc(F)cc1)NS(=O)(=O)c1cccs1,0.17,i,i
CS(=O)(=O)N(CC(=O)NC1CCCC1)c1ccc2c(c1)OCCO2,-0.23,i,i
Cc1cccc(Nc2nc(N)c([N+](=O)[O-])c(NCc3ccccc3)n2)c1,-2.2,i,i
O=C(NNC(=O)c1ccccc1Br)c1ccc2nc[nH]c2c1,2.7,i,i
CCOC(=O)N1CCC(NS(=O)(=O)c2cc(Br)cc3c2N(C(=O)CC)CC3)CC1,0.94,i,i
Cc1cc(=O)[nH]c(N/N=C/c2ccc(Cl)cc2Cl)n1,-0.17,i,i
CC1CCCN(Cc2nc3c(c(=O)n(C)c(=O)n3C)n2CC(=O)c2ccccc2)C1 (stereo not given),-0.02,i,i
COC(=O)c1ccc(S(=O)(=O)N2CCCN(Cc3ccc(F)cc3)CC2)n1C,-0.96,i,i
O=C(NNC(=O)c1ccc(-c2ccccc2)cc1)Nc1ccc(F)cc1F,-0.9,i,i
Cn1cc(CNC(=O)C23CC4CC(CC(C4)C2)C3)cn1,2,i,i
O=C(CC1C(=O)NCCN1C(=O)Nc1ccccc1)Nc1ccc(F)cc1 (stereo not given),0.13,i,i
# Following part
SMILES,Kir21 block,CHT block,KCNQ2 block
COc1cc2c(c(OC)c1OC)-c1c(cc3c(c1OC)OCO3)C[C@H](C)[C@@](C)(O)C2,-0.45,i,i
CC(=O)Nc1ccc(S(=O)(=O)NCc2ccc3c(c2)cc(C)n3C)cc1,-0.91,i,i
COc1ccc(C2C(=O)N(C3CCCCCC3)CC(=O)N2Cc2ccccc2)cc1OC (stereo not given),-0.34,i,i
O=P(OC1CCCCC1)(OC1CCCCC1)C(O)c1c(Cl)cccc1Cl (stereo not given),-2.5,i,i
ON=C1CCN(c2ncc(C(F)(F)F)cc2Cl)CC1,0.05,i,i
COc1ccc2ccccc2c1C1CC(=O)N2CN(Cc3ccco3)CSC2=C1C#N (stereo not given),0.08,i,i
Cc1ccc(OCCNC(=O)Cc2ccc(F)cc2)cc1,-0.12,i,i
CC(=O)N1c2ccc(S(=O)(=O)N3CCCC(C(=O)NCc4ccc(Cl)cc4)C3)cc2CC1C (stereo not given),0.21,i,i
CCOc1ccccc1-c1nc(CN2CCCC2c2nccs2)c(C)o1 (stereo not given),-0.95,i,i
COc1ccc2c(c1)c1nc3n(c(=O)c1n2CC(=O)Nc1cc(C)[nH]n1)CCS3,0.14,i,i
